High-throughput results deposited in PubChem BioAssay by National Center for Advancing Translational Sciences (NCATS).
IL-2 act = activators of IL-2; AID 652025; IL-2 activation reporter assay, cell-based qHTS; stimulated with anti-CD3/CD4/CD28 beads; in transgenic mouse T cells; hit rate 0.065% among 360,000; activation, % (series mostly up to about 46 µM); in the data active = activation above about 50%; inconclusive = mostly about 30% to 49%; note: 0% is about no effect
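Readout: EGFP and DsRed signals by fluorescent plate cytometry. Unstimulated transgenic mouse T cells received compound 60 min before antibody-bead stimulation, then incubated 18 h at 37 degrees C.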
PLK1 PBD inh = blocks phosphopeptide binding to human PLK1 polo-box domain; P53350; Plk1 PBD binding of FITC phosphopeptide, fluorescence polarization; Potency, µM, inactives show max response, negative = inhibition, usual class: inhibitors; hit rate 2.8% among 360,000; note: potency is the fitted concentration of half-maximal effect; series mostly up to about 57 µM; % is set by controls: 0 for no effect and ±100 for the full control effect; nearly all actives have a fitted effect of over 65% in size
Target sequence (P53350 whole entry, looked up, the tested form may be a part): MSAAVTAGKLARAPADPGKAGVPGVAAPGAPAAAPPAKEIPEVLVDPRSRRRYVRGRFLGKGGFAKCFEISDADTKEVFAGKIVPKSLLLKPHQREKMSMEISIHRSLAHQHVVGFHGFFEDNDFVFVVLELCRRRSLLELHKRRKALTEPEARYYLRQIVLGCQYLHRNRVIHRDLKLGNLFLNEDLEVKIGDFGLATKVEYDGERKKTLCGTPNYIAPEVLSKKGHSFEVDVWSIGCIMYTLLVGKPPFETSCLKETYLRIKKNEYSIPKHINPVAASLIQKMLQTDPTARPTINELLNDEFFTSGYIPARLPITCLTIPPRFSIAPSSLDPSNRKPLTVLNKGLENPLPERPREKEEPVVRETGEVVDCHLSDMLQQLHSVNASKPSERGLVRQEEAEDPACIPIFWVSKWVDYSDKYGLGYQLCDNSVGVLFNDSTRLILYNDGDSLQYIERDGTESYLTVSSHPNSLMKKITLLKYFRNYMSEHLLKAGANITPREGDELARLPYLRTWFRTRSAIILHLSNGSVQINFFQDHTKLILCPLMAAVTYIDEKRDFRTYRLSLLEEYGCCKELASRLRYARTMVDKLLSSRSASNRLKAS
GLP-1R agonist = GLP-1 receptor (human) agonism; HEK293 GLP-1R CRE-luciferase, luminescence, 4-6 h; cells express a hypersensitive GLP-1R form; Potency, µM (doses to about 45.6 µM), without a hit: at the top dose activation, most hits filed as activators; hit rate 0.007% among 380,000; AID 624172; note: potency is the fitted concentration of half-maximal effect; % of control where 0% means no effect
PI5P4Ka inh = PI5P4K alpha (human) kinase inhibition | P48426 | PI5P4Kalpha enzyme, ADP-Glo luminescence, 60 min; hits give low values | max response, % | hit rate 1.2% among 330,000; active = max response of -50% or lower; inconclusive = between -30% and -50%; inactive = -30% or higher; note: value at the top dose of about 77 µM; % is set by controls: 0 for no effect and ±100 for the full control effect
Target sequence (P48426 whole entry, looked up): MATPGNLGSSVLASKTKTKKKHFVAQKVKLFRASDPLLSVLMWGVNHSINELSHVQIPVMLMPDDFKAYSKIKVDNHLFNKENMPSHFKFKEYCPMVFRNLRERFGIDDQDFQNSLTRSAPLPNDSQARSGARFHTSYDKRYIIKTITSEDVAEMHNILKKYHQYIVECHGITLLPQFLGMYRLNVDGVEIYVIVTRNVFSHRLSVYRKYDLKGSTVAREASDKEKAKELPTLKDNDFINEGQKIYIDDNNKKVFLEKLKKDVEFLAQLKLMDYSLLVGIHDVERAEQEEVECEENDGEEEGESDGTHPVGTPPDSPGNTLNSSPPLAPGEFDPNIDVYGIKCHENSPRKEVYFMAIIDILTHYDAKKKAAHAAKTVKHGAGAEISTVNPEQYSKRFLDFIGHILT
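Controls without substrate or without enzyme flank wells where PI5P4Kalpha converts substrate using 5 microM ATP (final). Incubation lasts 60 minutes at room temperature; ADP formed is read by ADP-Glo luminescence.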
HEK293 tox = cytotoxic in the GLP-1 receptor inverse agonist counter-screen; HEK293 cAMP-luciferase reporter cells, luminescence, 24 h; Potency, µM (highest dose often 38.3 µM), for the others: at the highest dose activity change, negative = inhibition, usual class: inhibitors; hit rate 0.13% among 410,000; AID 624418;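 note: loss of luciferase light is scored as toxicity; potency is the fitted concentration of half-maximal effect; % is set by controls: 0 for no effect and ±100 for the full control effect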
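Seeding density was 200 cells/uL; after overnight-length (12 h) culture, 23 nL compounds went on for 24 h at 37 °C. Readout used a luciferase detection reagent, luminescence taken after 12 min at room temperature.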
PTHR1 ag = activates the human parathyroid hormone receptor PTHR1; Q03431; HEK293 GP2 PTHR1 cells, GloSensor cAMP luminescence, 1 h; Potency, µM (top dose mostly 115 µM), for inactives: top-dose activation, usual class: activators; hit rate 0.075% among 410,000; AID 743266; note: potency is the fitted concentration of half-maximal effect; nearly all actives have a fitted effect of over 55% in size; some results filed as inactive show a strong effect at the top dose; inactives centre near -15; many of its hits are not listed in these tables
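HEK-293-derived GP2 cells expressing PTHR1 and a GloSensor cAMP reporter, 3,000/well, plated overnight, given luciferin plus IBMX (each 0.5 mM as added) for 1 h at 37 °C, then compound for 1 h at 37 °C. Luminescence was read after 15 min at room temperature.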
EPAC1 ag = EPAC1 (human) agonism; O95398; hit rate 0.073% among 360,000; Potency, µM (doses to about 154 µM), for inactives: at the top dose activation, usual class: activators; EPAC1 agonist qHTS, biochemical assay; response scale: 100% = response to 6.5 mM cAMP; AID 720707; note: potency is the fitted concentration of half-maximal effect; nearly all actives have a fitted effect of over 60% in size
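EPAC1 100 nM, Rap1B–BODIPY-GDP 250 nM, unlabeled GDP 50 uM; compound titration; 5 min RT; kinetic read ex480/em540 at 5-min intervals ×30 min; data normalized to 6.5 mM cAMP agonist control.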
GLP1R inv ag = GLP-1 receptor (human) inverse agonism; hit rate 1.6% among 410,000; Potency, µM (top dose mostly 38.3 µM), without a hit: at the top dose activity change, negative = inhibition, hits mostly inhibitors; P43220; HEK293 GLP-1R CRE-luciferase, luminescence, 24 h; GLP-1R form is constitutively active; note: potency is the fitted concentration of half-maximal effect; % is set by controls: 0 for no effect and ±100 for the full control effect; nearly all actives have a fitted effect of over 55% in size
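Constitutively active GLP-1R drives a cAMP-responsive luciferase in stably transfected HEK293 cells; test compounds are added after overnight (12 h) attachment and left 24 hr, and signal loss in luminescence marks inhibition.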
EPAC1 antag = antagonists of human EPAC1; O95398; EPAC1 GEF assay, Rap1b-BODIPY-GDP exchange fluorescence; Potency, µM (highest dose often 115 µM), without a hit: top-dose activity change, negative = inhibition, hits mostly inhibitors; hit rate 0.14% among 360,000; AID 720709;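 note: potency is the fitted concentration of half-maximal effect; plate controls were vehicle for no effect and positive control for full effect; nearly all actives have a fitted effect of over 50% in size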
* hit, by the source's call; i = inactive; ? = inconclusive; . = no result given; [ ] = dose if it differs, or a comment. Unless noted, calls come from the whole dose curve; as a rule, active = well fitted curve in the direction sought with a large enough effect; inconclusive = small, poorly fitted or top-dose-only effect, or another doubt; inactive = no such curve, though single readings can be large; an effect the other way counts as inactive or inconclusive. An excerpt (hit frequency here may not be typical).

nr	mol	IL-2 act	PLK1 PBD inh	GLP-1R agonist	PI5P4Ka inh	HEK293 tox
1	COC(=O)c1c(NC(=O)CN2CCC3(O)CCCCC3C2c2ccccc2OC)sc(C)c1C (configuration not stated)	1.0	-9%	-1%	-2	36%[activator]
2	CC(=O)Nc1ccc(OCC(O)Cn2c3ccccc3c3ccccc32)cc1 (configuration not stated)	-2.7	7%	-3%	3	?
3	COc1cc(C(C(=O)NCC2CCCO2)N(C(=O)Cn2nnc3ccccc32)c2ccc(C(C)=O)cc2)ccc1O (configuration not stated)	2.7	-10%	9%	5	1%
4	COCCNS(=O)(=O)c1ccc(-c2ccc(Cl)cc2)cc1	17	-12%	3%	6	10%
5	CC(C)C[C@@H](C(=O)N[C@@H](C(=O)O)c1ccccc1)N1C(=O)N2CCc3c([nH]c4ccccc34)[C@@]2(C)C1=O	0.0	-11%	-2%	0	17%
6	COc1ccc(C(=O)NNC(=O)CNC(=O)C2CCCCC2)cc1	-0.9	0%	0%	1	4%
7	CCc1cc2c(C)cc(C)cc2nc1SCC(=O)Nc1cc(C)on1	-0.2	5%	0%	1	2%
8	Cc1cc(C)c(C#N)c(SCCN2CCOCC2)n1	-3.4	-9%	5%	3	2%

nr	PTHR1 ag	EPAC1 ag	GLP1R inv ag	EPAC1 antag
1	-5%	-1%	?	-26%
2	-37%	9%	-56%	-12%
3	i	4%	7%	-29%
4	-37%[inhibitor]	1%	8%	-23%
5	-12%	-11%	-17%	-5%
6	14%	-5%	17%	0%
7	i	0%	40%[activator]	7%
8	-11%	6%	16%	1%

Pulled by structure from the entries so far:
nr	mol	IL-2 act	PLK1 PBD inh	GLP-1R agonist	PI5P4Ka inh	HEK293 tox
4	COCCNS(=O)(=O)c1ccc(-c2ccc(Cl)cc2)cc1	17	-12%	3%	6	10%
1	COC(=O)c1c(NC(=O)CN2CCC3(O)CCCCC3C2c2ccccc2OC)sc(C)c1C (configuration not stated)	1.0	-9%	-1%	-2	36%[activator]
2	CC(=O)Nc1ccc(OCC(O)Cn2c3ccccc3c3ccccc32)cc1 (configuration not stated)	-2.7	7%	-3%	3	?
8	Cc1cc(C)c(C#N)c(SCCN2CCOCC2)n1	-3.4	-9%	5%	3	2%
5	CC(C)C[C@@H](C(=O)N[C@@H](C(=O)O)c1ccccc1)N1C(=O)N2CCc3c([nH]c4ccccc34)[C@@]2(C)C1=O	0.0	-11%	-2%	0	17%

nr	PTHR1 ag	EPAC1 ag	GLP1R inv ag	EPAC1 antag
4	-37%[inhibitor]	1%	8%	-23%
1	-5%	-1%	?	-26%
2	-37%	9%	-56%	-12%
8	-11%	6%	16%	1%
5	-12%	-11%	-17%	-5%

Next records:
nr	mol	IL-2 act	PLK1 PBD inh	GLP-1R agonist	PI5P4Ka inh	HEK293 tox
9	CC(=O)OC(C)(C)C1Cc2cc3ccc(=O)oc3cc2O1 (configuration not stated)	-0.3	5%	-5%	0	1%
10	CCOC(=O)c1c(-c2ccsc2)csc1N	0.0	-10%	28%	4	67%[activator]
11	O=c1c(-c2ccccc2)nc2ccccc2n1C(c1ccccc1)c1nc2ccccc2[nH]1 (configuration not stated)	-0.3	-18%	.	4	-22%
12	O=C(C1CCC(CNS(=O)(=O)c2cccs2)CC1)N1CCCCC1 (configuration not stated)	-1.6	-3%	7%	-6	-2%
13	COc1ccc(-c2cc(C(=O)N3CC4(C)CC3CC(C)(C)C4)no2)cc1 (configuration not stated)	-4.6	1%	5%	.	-10%
14	CC1(c2ccc(OC(F)F)cc2)NC(=O)N(CC(=O)NCCC2=CCCCC2)C1=O (configuration not stated)	2.5	-6%	7%	-1	-17%
15	COc1ccccc1N1CC(C(=O)OCC(=O)Nc2c(C)cccc2C)CC1=O (configuration not stated)	4.4	-26%	7%	1	-25%
16	Cc1cc(C)n(-c2n[nH]c(=O)c3ccccc23)n1	-3.3	-18%	-2%	0	6%

nr	PTHR1 ag	EPAC1 ag	GLP1R inv ag	EPAC1 antag
9	-38%[inhibitor]	-6%	92%[activator]	-12%
10	i	3%	-28%	6%
11	-44%	11%	1.6µM*	-4%
12	-19%	-11%	-9%	-11%
13	-7%	0%	-76%	12%
14	-32%	-2%	?	0%
15	i	8%	14%	-8%
16	-15%	-6%	6%	4%

Continuation:
nr	mol	IL-2 act	PLK1 PBD inh	GLP-1R agonist	PI5P4Ka inh	HEK293 tox
17	Cc1cc(Br)cn2c(Cc3cccc(F)c3)c(-c3cccc(Br)c3)nc12	-0.2	?	-5%	-4	-9%
18	COc1cc(C)c(S(=O)(=O)N2CCCC2)cc1C(C)C	1.7	27µM*	7%	0	-9%
19	COc1ccc(CC(=O)N2CCCC(CNC(=O)c3ccccc3Cl)C2)cc1 (configuration not stated)	-1.7	4%	-9%	0	-20%
20	COc1ccccc1C=NN=C(NN=Cc1ccccc1OC)NN=Cc1ccccc1OC	-6.3	-3%	-7%	9	5µM*
21	COc1ccc(C(=O)N(Cc2ccco2)C(C(=O)NC2CCCC2)c2ccc(O)cc2)cc1OC (configuration not stated)	0.4	2%	8%	.	?
22	CCOC(=O)c1c(NC(=O)c2ccoc2C)sc(C(=O)N(C)C)c1C	-0.8	?	15%	-23	-13%
23	Cc1ccc(NC(=O)CCn2cnc3ccccc3c2=O)cc1	-0.4	-3%	12%	2	-19%
24	Cc1ccccc1NC(=O)NCC1CCN(C(=O)OC(C)(C)C)CC1	-3.5	6%	2%	-7	-11%

nr	PTHR1 ag	EPAC1 ag	GLP1R inv ag	EPAC1 antag
17	i	4%	-29%	-6%
18	-1%	9%	?	-3%
19	i	4%	12%	-4%
20	i	13%	2.2µM*	-2%
21	i	-2%	-9%	-3%
22	-6%	-1%	127%[activator]	-8%
23	i	8%	-1%	13%
24	-19%	-6%	-21%	3%

Later entries
nr	mol	IL-2 act	PLK1 PBD inh	GLP-1R agonist	PI5P4Ka inh	HEK293 tox
25	NNC(=O)CC12CC3CC(C1)CC(n1ncnn1)(C3)C2	1.0	-5%	0%	-2	3%
26	COc1ccc(-n2nc(C(=O)NCC(=O)N3CCN(c4ccccc4)CC3)c3ccccc3c2=O)c(OC)c1	-4.1	-4%	7%	-1	-1%
27	CNC(=O)c1cccc2nc3ccccc3nc12	0.1	3%	19%	0	-15%
28	C[C@H](CO)N1C[C@H](C)[C@@H](CN(C)C(=O)Nc2ccc(C(F)(F)F)cc2)Oc2ccc(NC(=O)C3CCCCC3)cc2C1=O	-0.6	-2%	-7%	0	-13%
29	COc1ccc(NC(=O)C2=NN(C3CCS(=O)(=O)C3)C(=O)CC2)cn1 (configuration not stated)	1.1	-1%	16%	1	5%
30	CC1CCN(Cc2cc(=O)oc3ccc(C(C)C)cc23)CC1	-2.6	1%	12%	0	14%
31	COC(=O)c1ccccc1NC(=O)Cn1c(SC)c(F)cnc1=O	-3.6	-1%	8%	.	-2%
32	O=C(Nc1cccc(S(=O)(=O)N2CCCCC2)c1)C1CCCN1S(=O)(=O)c1ccccc1F (configuration not stated)	-3.8	-8%	-15%	0	12%

nr	PTHR1 ag	EPAC1 ag	GLP1R inv ag	EPAC1 antag
25	-22%	6%	-2%	8%
26	-4%	1%	5%	-2%
27	i	1%	97%[activator]	10%
28	i	-15%	?	-1%
29	i	-2%	5%	-13%
30	-22%	-10%	?	-5%
31	-70%[inhibitor][57.5 µM]	3%	14%	5%
32	-9%	3%	2%	-1%

(more compounds)
nr	mol	IL-2 act	PLK1 PBD inh	GLP-1R agonist	PI5P4Ka inh	HEK293 tox
33	COc1ccc(-c2nnc(SCC(=O)N3CCCC3)o2)cc1	-0.4	-7%	4%	1	0%
34	CN(C(=O)CSc1nc2ccccc2n1CCc1ccccc1)C1CCS(=O)(=O)C1 (configuration not stated)	-3.3	-24%	10%	-20	-7%
35	O=C(NNC(=O)C1CCC1)c1ccccc1	0.4	-3%	3%	13	6%
36	COC(=O)CSc1nnc(-c2ccco2)n1Cc1ccco1	0.1	-5%	-14%	-7	6%
37	COc1ccc(CC(=O)Nc2cccc(S(=O)(=O)N3CCCCCC3)c2)cc1OC	-4.3	-3%	-1%	-5	-1%
38	CCCS(=O)(=O)N1CCCC(C(=O)NCCCN(C)c2ccccc2)C1 (configuration not stated)	0.8	-4%	-3%	8	-12%
39	C/C(=N\NC(=O)c1nnn(-c2nonc2N)c1COc1ccc(F)cc1)c1ccc(Cl)cc1	-0.6	5%	0%	-1	-6%
40	Cc1ccn2c(=O)c(C(=O)NCCC3=CCCCC3)c(O)nc2c1	0.3	4%	-3%	-4	-3%

nr	PTHR1 ag	EPAC1 ag	GLP1R inv ag	EPAC1 antag
33	-7%	10%	12%	6%
34	-6%[57.5 µM]	4%	-10%	17%
35	-23%	-5%	17%	0%
36	16%[57.5 µM]	-5%	0%	5%
37	-30%[inhibitor]	0%	5%	-10%
38	-6%[57.5 µM]	1%	?	-1%
39	-1%	-5%	8%	10%
40	-13%	-1%	-16%	0%

(cont.)
nr	mol	IL-2 act	PLK1 PBD inh	GLP-1R agonist	PI5P4Ka inh	HEK293 tox
41	Cc1ccc(C(=O)NNC(=O)C(NC(=O)c2cccc(C)c2)C(C)C)cc1 (configuration not stated)	0.7	-7%	1%	-7	3%
42	O=C(CCc1nc2ccccc2[nH]c1=O)N/N=C/c1ccccc1	-0.6	-10%	8%	-1	-2%
43	O=C(c1c[nH]c(C(=O)N2CCN(Cc3ccccc3)CC2)c1)C1CCCCC1	-0.2	-3%	13%	-9	0%
44	COc1cc(C(=O)NCC(C)C)cc(OC)c1OC	0.0	0%	18%	1	24%
45	Cc1c(NC(=O)c2ccccc2N)cccc1C(=O)O	-2.7	-7%	-17%	0	8%
46	c1ccc(COc2ccc(Nc3ncnc4nc[nH]c34)cc2)cc1	1.7	-6%	-3%	3	-7%
47	N#C/C(=C\c1ccc(-c2ccccc2[N+](=O)[O-])o1)C(N)=O	0.9	-4%	-1%	2	1%

nr	PTHR1 ag	EPAC1 ag	GLP1R inv ag	EPAC1 antag
41	i	11%	11%	-6%
42	1%	-10%	10%	1%
43	-22%	-10%	?	3%
44	i	2%	10%	-3%
45	-63%[inhibitor][57.5 µM]	8%	0%	?
46	-39%[inhibitor]	6%	-10%	-1%
47	i	4%	27%	-11%
